Compound activity: PubChem, Sanford-Burnham Center for Chemical Genomics
MPTP block = permeability transition pore inhibition; isolated mouse mitochondria, Ca2+ swelling absorbance, 30 min; inhibition, % at 10 µM; 360,000 compounds, 1.4% hits; AID 602449;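 active means inhibition of 50% or more, scaled per plate between neutral and stimulator controls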;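 further: 0% = DMSO wells given calcium and 100% = 1 mM EGTA wells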
mIAP block = blocks mouse intestinal alkaline phosphatase; purified mouse IAP, CDP-Star luminescence, 30 min; inhibition, % at 10 µM; 330,000 compounds, 0.2% hits;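 active means inhibition of at least 40% at 10 µM in the primary screen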;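 further: plate controls were DMSO with enzyme for no effect and no enzyme wells for full effect; values of inactives mirror those of a sister screen read the other way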
mIAP activ = mouse IAP activation; muIAP, CDP-Star luminescence, 30 min; active compounds read high; 1 = vehicle-only enzyme signal, 0 = enzyme-free wells; activation factor at 10 µM; 330,000 compounds, 0.24% hits;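 active means activation factor of at least 2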; further: the source names both 10 and 20 µM as test concentration; values of inactives mirror those of a sister screen read the other way
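also added = chemiluminescent substrate CDP-Star | test system = mouse IAP enzyme | signal = chemiluminescence readout | compound = DMSO-dissolved test compounds | incubation = 30 min at room temperature | benchmarks = DMSO wells, no-enzyme wells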
APOBEC3G inh = inhibitors of human APOBEC3G DNA deaminase. Q9HC16. recombinant A3G, ssDNA deamination FAM/TAMRA fluorescence. inhibition, % at 20 µM. 330,000 compounds, 0.28% hits. AID 493012;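 active means inhibition of at least 40% at 20 µM, with no more than 30% in the related APOBEC3A deaminase screen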;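 further: plate controls were DMSO wells with A3G for no effect and wells lacking A3G enzyme for full effect; some compounds called inactive have numbers as strong as hits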
hIAP activ = human IAP activation; P09923; purified human IAP, CDP-Star luminescence, 30 min; active compounds read high; 1 = vehicle-only enzyme, 0 = enzyme-free background; activation factor at 10 µM; 330,000 compounds, 0.16% hits;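 active means activation factor of the enzyme at least 2-fold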; further: the source names both 10 and 20 µM as test concentration; values of inactives mirror those of a sister screen read the other way
Target sequence (P09923 whole entry, looked up): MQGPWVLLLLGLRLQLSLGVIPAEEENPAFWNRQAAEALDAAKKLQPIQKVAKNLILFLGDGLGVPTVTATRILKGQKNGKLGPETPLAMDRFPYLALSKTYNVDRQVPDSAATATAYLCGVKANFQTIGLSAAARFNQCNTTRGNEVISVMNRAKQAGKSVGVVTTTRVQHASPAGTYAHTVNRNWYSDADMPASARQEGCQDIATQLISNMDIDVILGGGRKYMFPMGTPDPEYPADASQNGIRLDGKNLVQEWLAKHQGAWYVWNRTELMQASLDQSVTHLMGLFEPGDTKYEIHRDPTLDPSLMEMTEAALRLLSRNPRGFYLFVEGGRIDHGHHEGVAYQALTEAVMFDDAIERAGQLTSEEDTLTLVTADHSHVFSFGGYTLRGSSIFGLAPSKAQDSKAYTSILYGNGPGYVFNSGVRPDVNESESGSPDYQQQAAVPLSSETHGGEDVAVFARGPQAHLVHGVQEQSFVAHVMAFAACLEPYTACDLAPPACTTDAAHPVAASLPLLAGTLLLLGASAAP
hIAP inh = blocks human intestinal alkaline phosphatase; P09923; purified IAP, CDP-Star luminescence, 30 min; inhibition, % at 10 µM; 330,000 compounds, 0.12% hits; AID 2544;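 active means inhibition reaching a set limit with compound at 10 µM in the primary screen, cut at about 35% in these data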;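 further: plate controls were DMSO wells with enzyme for no effect and no-enzyme buffer wells for full effect; values of inactives mirror those of a sister screen read the other way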
APOBEC3A inh = human APOBEC3A DNA deaminase inhibition; 330,000 compounds, 0.41% hits; inhibition, % at 20 µM; AID 493011; P31941; recombinant A3A, FAM/TAMRA ssDNA deamination fluorescence;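 active means at least 40% inhibition at 20 µM here, with at most 30% in a related deaminase screen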;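 further: plate controls were A3A with DMSO for no effect and wells lacking A3A enzyme for full effect; some results filed as inactive read as strong as hits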
Target sequence (P31941 whole entry, looked up): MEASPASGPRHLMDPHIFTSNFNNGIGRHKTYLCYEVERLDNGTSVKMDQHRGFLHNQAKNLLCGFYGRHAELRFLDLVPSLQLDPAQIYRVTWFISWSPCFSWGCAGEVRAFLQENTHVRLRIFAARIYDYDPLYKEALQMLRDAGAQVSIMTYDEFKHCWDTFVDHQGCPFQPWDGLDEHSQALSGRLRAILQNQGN
beta cell repl = induces beta-cell replication in MIN6 cells; MIN6 cells proliferation, ATPlite luminescence, 48 h; cells starved in 0.2% serum; 100% = growth in 10% serum; proliferation, % at 10 µM; 330,000 compounds, 0.29% hits; AID 2380;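 active means compounds whose signal lies at least 3.5 SD above the mean of all wells on their plate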;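 further: 0% = DMSO-treated cells in low-serum medium and 100% = 10% serum control; some compounds called inactive have numbers as strong as hits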
ATG4B inh = blocks human ATG4B protease cleavage of LC3 substrate; ATG4B cleavage of LC3-PLA2, NBD-HPC fluorescence, 1 h; 340,000 compounds, 0.51% hits; AID 504462; Q9Y4P1; inhibition, % at 8.33 µM; in the data active means inhibition above about 40%
Target sequence (Q9Y4P1 whole entry, looked up): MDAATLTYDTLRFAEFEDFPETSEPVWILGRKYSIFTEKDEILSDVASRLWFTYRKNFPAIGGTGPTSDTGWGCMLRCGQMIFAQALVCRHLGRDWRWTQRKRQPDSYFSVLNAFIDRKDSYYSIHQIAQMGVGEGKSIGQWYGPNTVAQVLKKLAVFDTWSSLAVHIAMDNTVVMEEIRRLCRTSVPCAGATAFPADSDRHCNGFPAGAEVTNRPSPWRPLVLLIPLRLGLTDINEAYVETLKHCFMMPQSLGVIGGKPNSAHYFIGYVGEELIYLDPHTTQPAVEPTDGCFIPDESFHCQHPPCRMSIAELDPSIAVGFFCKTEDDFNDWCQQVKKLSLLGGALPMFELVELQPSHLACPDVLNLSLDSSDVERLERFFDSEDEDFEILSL
Starred values were filed as active, the others as inactive; & = joins results of further samples.

Cc1ccc(CNC(C)c2ccccc2)cc1 (stereo not drawn) was read as MPTP block 0.0, mIAP block 4, mIAP activ 0.96, APOBEC3G inh -5, hIAP activ 1.2, hIAP inh -22, APOBEC3A inh 0, beta cell repl 0 and ATG4B inh -7.
For O=C(NNc1cccc(Cl)n1)Nc1ccccc1F the results were MPTP block 0.3, mIAP block -16, mIAP activ 1.2, APOBEC3G inh -3, hIAP activ 1.2, hIAP inh -16, APOBEC3A inh -11, beta cell repl -3 and ATG4B inh -3.
CC(C)CN(C(=O)CSc1nc(-c2ccccc2)cn1N)c1c(N)n(Cc2ccccc2)c(=O)[nH]c1=O was read as MPTP block -0.6, mIAP block 2, mIAP activ 0.98, APOBEC3G inh -9, hIAP activ 1.1, hIAP inh -8, APOBEC3A inh -3, beta cell repl -2 and ATG4B inh -22.
Screening O=S(=O)(NCCc1csc(-c2cccnc2)n1)c1cccs1 returned MPTP block -2.5, mIAP block 5, mIAP activ 0.95, APOBEC3G inh -3, hIAP activ 0.96, hIAP inh 4, APOBEC3A inh -3, beta cell repl 2 and ATG4B inh -10.
For Cc1nnc(NC(=O)CSc2ncnc3scc(-c4ccccc4)c23)s1 the results were MPTP block 5.6, mIAP block -13, mIAP activ 1.1, APOBEC3G inh -5, hIAP activ 0.86, hIAP inh 14, APOBEC3A inh -1, beta cell repl -1 and ATG4B inh -6.
Screening COc1cccc(C(=O)NNC(=O)CCc2ccccc2)c1 returned MPTP block -3.5, mIAP block 8, mIAP activ 0.93, APOBEC3G inh -1, hIAP activ 1.2, hIAP inh -20, APOBEC3A inh -1, beta cell repl -1 and ATG4B inh 8.
O=C(Nc1ccc(N2CCCCC2)cc1)C(Cl)c1ccccc1 (stereo not drawn) was read as MPTP block 0.9, mIAP block 5, mIAP activ 0.95, APOBEC3G inh 1, hIAP activ 1.2, hIAP inh -24, APOBEC3A inh 3, beta cell repl -4 and ATG4B inh 3.
Screening CC1Cc2ccccc2N1C(=O)COC(=O)CNC(=O)c1ccc(Br)o1 (stereo not drawn) returned MPTP block -1.3, mIAP block -21, mIAP activ 1.2, APOBEC3G inh -3, hIAP activ 0.92, hIAP inh 8, APOBEC3A inh -3, beta cell repl 0 and ATG4B inh -14.
`CC(=O)Nc1ccc2nsnc2c1` gave MPTP block 1.0, mIAP block -3, mIAP activ 1, APOBEC3G inh -4, hIAP activ 1.1, hIAP inh -6, APOBEC3A inh 0, beta cell repl -3 and ATG4B inh -13.
For C#CCCCCCCC#CCN(C)C the results were MPTP block -0.8, mIAP block 0, mIAP activ 1, APOBEC3G inh -7, hIAP activ 1, hIAP inh -2, APOBEC3A inh 3, beta cell repl -4 and ATG4B inh 7.
Screening COC(=O)c1cn(Cc2ccc(C(F)(F)F)cc2)cc(F)c1=O returned MPTP block 0.9, mIAP block 4, mIAP activ 0.96, APOBEC3G inh -7, hIAP activ 1, hIAP inh -2, APOBEC3A inh 1, beta cell repl 0 and ATG4B inh 7.
`O=C(O)c1ccccc1CSc1nnnn1-c1ccccc1` gave MPTP block 0.3, mIAP block 3, mIAP activ 0.97, APOBEC3G inh -6, hIAP activ 1, hIAP inh -4, APOBEC3A inh -2, beta cell repl 1 and ATG4B inh -1.
`Cc1cc(NC(=O)CSc2nccn2-c2ccc([N+](=O)[O-])cc2)no1` gave MPTP block -0.4, mIAP block -1, mIAP activ 1, APOBEC3G inh -8, hIAP activ 1.1, hIAP inh -8, APOBEC3A inh 5, beta cell repl -4 and ATG4B inh 2.
`COc1ccc(NCc2nnc(SCC(=O)NCc3ccco3)n2-c2ccccc2OC)cc1` gave MPTP block -0.1, mIAP block 2, mIAP activ 0.98, APOBEC3G inh -1, hIAP activ 1.1, hIAP inh -7, APOBEC3A inh 0, beta cell repl 0 and ATG4B inh 2.
Screening O=C(CN1C(=O)NC2(CCCC2)C1=O)Nc1ccc(Cl)cc1C(F)(F)F returned MPTP block -0.5, mIAP block -8, mIAP activ 1.1, APOBEC3G inh -1, hIAP activ 1, hIAP inh -4, APOBEC3A inh 3, beta cell repl 0 and ATG4B inh -2.
C[C@H](CO)N1C[C@H](C)[C@@H](CN(C)Cc2ccc(C(=O)O)cc2)Oc2ccc(NS(=O)(=O)c3cn(C)cn3)cc2C1=O was read as MPTP block -0.9, mIAP block -4, mIAP activ 1, APOBEC3G inh -9, hIAP activ 1, hIAP inh -4, APOBEC3A inh -1, beta cell repl 2 and ATG4B inh 11.
`CCCCn1c(SCC(=O)NCc2ccco2)nc2cc(S(N)(=O)=O)ccc21` gave MPTP block -0.1, mIAP block -4, mIAP activ 1, APOBEC3G inh -6, hIAP activ 0.98, hIAP inh 2, APOBEC3A inh -4, beta cell repl 0 and ATG4B inh -3.
`CC(C)C(C)NC(=O)COc1ccc(S(=O)(=O)N2CCOCC2)cc1Cl` (stereo not drawn) gave MPTP block 1.2, mIAP block 8, mIAP activ 0.92, APOBEC3G inh -1, hIAP activ 0.89, hIAP inh 11, APOBEC3A inh 4, beta cell repl 0 and ATG4B inh -1.
Screening CCOc1ccc(C2=NNC(c3cccs3)=Nc3ccc(OCC)cc32)cc1 returned mIAP block 2, mIAP activ 0.98, APOBEC3G inh -3, hIAP activ 0.78, hIAP inh 22, APOBEC3A inh -3 and beta cell repl -6.
For NC(=O)Nc1ccc(C(=O)N2CCN(S(=O)(=O)Cc3ccccc3)CC2)cc1 the results were MPTP block -2.0, mIAP block -6, mIAP activ 1.1, APOBEC3G inh -9, hIAP activ 0.82, hIAP inh 18, APOBEC3A inh -4, beta cell repl 0 and ATG4B inh -1.

2 neighbouring records already listed, for reference:
Screening COC(=O)c1cn(Cc2ccc(C(F)(F)F)cc2)cc(F)c1=O returned MPTP block 0.9, mIAP block 4, mIAP activ 0.96, APOBEC3G inh -7, hIAP activ 1, hIAP inh -2, APOBEC3A inh 1, beta cell repl 0 and ATG4B inh 7.
`O=C(O)c1ccccc1CSc1nnnn1-c1ccccc1` gave MPTP block 0.3, mIAP block 3, mIAP activ 0.97, APOBEC3G inh -6, hIAP activ 1, hIAP inh -4, APOBEC3A inh -2, beta cell repl 1 and ATG4B inh -1.

(more compounds)
Screening COc1ccc(CCC(=O)Nc2nc(C)c(C(=O)N(C)C)s2)cc1 returned MPTP block -0.2, mIAP block -8, mIAP activ 1.1, APOBEC3G inh 16, hIAP activ 1, hIAP inh 0, APOBEC3A inh 2, beta cell repl 1 and ATG4B inh -7.
Screening C/C(CC(=O)Nc1ccc(N(C)C)cc1)=N\NC(=O)c1cnccn1 returned MPTP block 0.8, mIAP block 8, mIAP activ 0.92, APOBEC3G inh -4, hIAP activ 0.95, hIAP inh 5, APOBEC3A inh -3, beta cell repl 0 and ATG4B inh -4.
`O=C(COc1ccc(Cl)cc1)NCCSCc1cccc(Cl)c1` gave MPTP block 1.0, mIAP block -6, mIAP activ 1.1, APOBEC3G inh -5, hIAP activ 1, hIAP inh -4, APOBEC3A inh 1, beta cell repl -2 and ATG4B inh -1.
For Cc1nc(NC(=O)/C=C/c2ccccc2)sc1C(=O)Nc1cccc(Cl)c1 the results were MPTP block 4.2, mIAP block 9, mIAP activ 0.91, APOBEC3G inh -2, hIAP activ 0.93, hIAP inh 7, APOBEC3A inh 2, beta cell repl -4 and ATG4B inh -4.
Cc1cc(OCC(=O)Nc2ccc(N3CCCC3)cc2)cc(C)c1Cl was read as MPTP block 0.8, mIAP block 18, mIAP activ 0.82, APOBEC3G inh -6, hIAP activ 1.1, hIAP inh -7, APOBEC3A inh -3, beta cell repl -2 and ATG4B inh 16.
`O=Cc1ccc(OCCN2CCCC2=O)cc1` gave MPTP block -1.5, mIAP block -10, mIAP activ 1.1, APOBEC3G inh -2, hIAP activ 0.89, hIAP inh 11, APOBEC3A inh -6, beta cell repl -1 and ATG4B inh 5.
`O=C(NCC1CCCO1)C1CCN(C2CCN(CCCC3CCCC3)CC2)CC1` (stereo not drawn) gave MPTP block -0.3, mIAP block -3, mIAP activ 1, APOBEC3G inh -8, hIAP activ 0.92, hIAP inh 8, APOBEC3A inh -1, beta cell repl -2 and ATG4B inh -2.
Screening COc1ccc(CC(=O)NCC2(N3CCCCC3)CCCCC2)cc1 returned MPTP block 0.3, mIAP block -5, mIAP activ 1.1, APOBEC3G inh -10, hIAP activ 0.95, hIAP inh 5, APOBEC3A inh -1, beta cell repl -1 and ATG4B inh 1.
CCNc1nc(NCC)n2c(SCC(=O)N3CC4(C)CC3CC(C)(C)C4)nnc2n1 (stereo not drawn) was read as MPTP block -8.8, mIAP block 8, mIAP activ 0.92, APOBEC3G inh -4, hIAP activ 1.1, hIAP inh -14, APOBEC3A inh -2, beta cell repl 0 and ATG4B inh -1.
`CC(C)(C)c1ccc(OCCOCCn2cnc3ccccc3c2=O)cc1` gave MPTP block -0.4, mIAP block 5, mIAP activ 0.95, APOBEC3G inh -3, hIAP activ 0.89, hIAP inh 11, APOBEC3A inh -3, beta cell repl 3 and ATG4B inh -1.
`Cc1cccc(Nc2nnc(SCC(=O)NCc3cccs3)s2)c1` gave MPTP block -0.6, mIAP block -9, mIAP activ 1.1, APOBEC3G inh -4, hIAP activ 1.2, hIAP inh -20, APOBEC3A inh -6, beta cell repl -4 and ATG4B inh -9.
Screening Cc1cccc(N=C2NN=C(c3ccc4c(c3)OCCO4)CS2)c1 returned MPTP block -1.9, mIAP block 2, mIAP activ 0.98, APOBEC3G inh -4, hIAP activ 0.75, hIAP inh 25, APOBEC3A inh -1, beta cell repl -6 and ATG4B inh 23.
COc1ccccc1CNC(=O)CN1NS(=O)(=O)c2ccccc2C1=O was read as MPTP block -1.2, mIAP block -8, mIAP activ 1.1, APOBEC3G inh -5, hIAP activ 1.1, hIAP inh -12, APOBEC3A inh -5, beta cell repl -1 and ATG4B inh -5.
For CC(C(=O)O)c1ccc(-c2ccccc2)c(F)c1 (stereo not drawn) the results were MPTP block 0.4&-0.9, mIAP block -23&-4, mIAP activ 1.2&1, APOBEC3G inh -5&-3, hIAP activ 1.1&1.1, hIAP inh -6&-5, APOBEC3A inh -3&2, beta cell repl 1&-3 and ATG4B inh -6&-1.
Screening Cc1onc(-c2ccccc2)c1C(=O)N/N=C/c1cc2c(cc1Br)OCO2 returned MPTP block -2.0, mIAP block 5, mIAP activ 0.95, APOBEC3G inh -8, hIAP activ 0.96, hIAP inh 4, APOBEC3A inh -4, beta cell repl -3 and ATG4B inh -7.
`Cc1ncc([N+](=O)[O-])n1CC(=O)Nc1ccc(Br)cc1` gave MPTP block 0.6, mIAP block 1, mIAP activ 0.99, APOBEC3G inh -1, hIAP activ 0.99, hIAP inh 1, APOBEC3A inh 6, beta cell repl -1 and ATG4B inh -5.
CC(=O)c1ccc(NC(=O)NC2CCCc3ccccc32)cc1 (stereo not drawn) was read as MPTP block 1.6, mIAP block -9, mIAP activ 1.1, APOBEC3G inh -8, hIAP activ 1, hIAP inh 0, APOBEC3A inh -3, beta cell repl 1 and ATG4B inh 40.
For CC(NC(=O)COC(=O)CC(c1ccccc1)c1ccccc1)c1ccccc1 (stereo not drawn) the results were MPTP block 3.7, mIAP block -10, mIAP activ 1.1, APOBEC3G inh 0, hIAP activ 1.3, hIAP inh -29, APOBEC3A inh 3, beta cell repl -3 and ATG4B inh -12.
`Cc1ccc2c(-c3ccc([N+](=O)[O-])cc3)cc(=O)[nH]c2c1` gave MPTP block 1.1, mIAP block 6, mIAP activ 0.94, APOBEC3G inh 19, hIAP activ 0.8, hIAP inh 20, APOBEC3A inh 5, beta cell repl -1 and ATG4B inh -5.
`COc1cccc(/C=C2\SC(=O)N(CCC(=O)N3CCCCC3CCO)C2=O)c1` (stereo not drawn) gave MPTP block 0.2, mIAP block 4, mIAP activ 0.96, APOBEC3G inh -1, hIAP activ 1.2, hIAP inh -16, APOBEC3A inh -5, beta cell repl -3 and ATG4B inh -5.
